CHRM1 PAM – human CHRM1 positive allosteric modulation | CHO-K1 hM1, Fluo-8 calcium fluorescence, ACh EC20; 0% = ACh EC20, 100% = maximal ACh | P11229 | 0.088% of 360,000 active | activation, % at 3 µM; in the data active = activation above about 19%, passing the limit was not always enough
Target sequence (P11229 whole entry, looked up): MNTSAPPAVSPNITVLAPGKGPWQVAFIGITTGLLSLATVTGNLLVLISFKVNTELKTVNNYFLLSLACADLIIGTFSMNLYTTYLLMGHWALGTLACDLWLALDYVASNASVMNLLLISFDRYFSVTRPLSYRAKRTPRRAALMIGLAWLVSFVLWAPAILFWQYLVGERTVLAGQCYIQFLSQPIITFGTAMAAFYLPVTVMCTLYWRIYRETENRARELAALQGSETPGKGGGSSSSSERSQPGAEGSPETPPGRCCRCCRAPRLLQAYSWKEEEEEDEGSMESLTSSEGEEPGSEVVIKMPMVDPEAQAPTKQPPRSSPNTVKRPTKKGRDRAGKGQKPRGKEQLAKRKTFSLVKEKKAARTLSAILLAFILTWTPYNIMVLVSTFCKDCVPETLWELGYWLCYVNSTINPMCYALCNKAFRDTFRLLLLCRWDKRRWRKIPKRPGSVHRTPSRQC
M4 ag – CHRM4 agonism in calcium assay; activation, % at 3 µM; 0.14% of 360,000 active; CHO-K1 hM4/Gqi5, Fluo-8 calcium fluorescence; vehicle 0%, full acetylcholine response 100%; P08173;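 active = activation above the run mean over all test wells plus 3 SD, cut at about 32% in these data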;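 note: peak over basal fluorescence ratio per well then scaled between controls; 0% = DMSO wells and 100% = acetylcholine at EC100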
CHO-K1 Ca ag – counter-screen for M1 agonists: effect in parental CHO-K1 cells; Fluo-8 calcium fluorescence; scaled to maximal ATP response, vehicle zero; AID 602248; 0.48% of 360,000 active; activation, % at 3 µM; in the data active = activation above about 15%;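 note: untransfected CHO-K1 host cells lacking M1 receptor as counterscreen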
M1 ag – human M1 muscarinic receptor agonism; P11229; CHO-K1 hM1, Fluo-8 calcium fluorescence, agonist mode; 0% DMSO, 100% acetylcholine EC100; activation, % at 3 µM; 0.33% of 360,000 active;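 active = activation above the run's mean compound activation plus 3 SD, cut at about 16% in these data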;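 note: peak over basal fluorescence ratio within a 140 s kinetic read after compound addition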
CHO-K1 Ca antag – M1 antagonist counterscreen hit in parental CHO-K1 cells; ATP-induced calcium, Fluo-8 fluorescence; inhibition, % at 3 µM; 0.6% of 360,000 active; AID 602250;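 active = inhibition above a per-plate cutoff, the plate's mean sample inhibition plus 3 SD, cut at about 24% in these data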;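 note: 0% = DMSO plus EC80 ATP and 100% = DMSO alone without ATP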
CHO parental Ca – counter-screen for OX1R antagonists: effect in parental CHO cells | parental CHO-K1, ATP-induced calcium, Fluo-8 fluorescence | inhibition, % at 5.6 µM | 0.63% of 330,000 active;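 active = inhibition above that plate's mean sample inhibition plus 3 SD, cut at about 26% in these data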;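 note: 0% = ATP-challenged DMSO wells and 100% = DMSO wells without ATP; some compounds past the cut are filed as inactive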
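Material: Parental CHO cells | Reagent: ATP | Compound dosing: Single nominal dose of 5.6 µM per compound | Detection: Intracellular calcium via Fluo-8 no-wash fluorescent dye | Read-out: % inhibition of ATP-induced calcium mobilization | Benchmarks: Low control ATP plus DMSO, high control DMSO only | Replicates: Singlicate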
OXTR potentiate – potentiates the human oxytocin receptor response; P30559; CHO-OTR cells, Fluo-8 calcium fluorescence, potentiator mode; 0% = oxytocin EC15, 100% = EC100; activation, % at 3 µM; 0.061% of 320,000 active; AID 2445;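 active = activation above that plate's cutoff, the mean activation of tested compounds plus 3 SD, cut at about 6.6% in these data, passing the limit was not always enough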;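 note: 100% uses oxytocin at 75 nM as the full agonist control; some results filed as inactive read as strong as hits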
Target sequence (P30559 whole entry, looked up): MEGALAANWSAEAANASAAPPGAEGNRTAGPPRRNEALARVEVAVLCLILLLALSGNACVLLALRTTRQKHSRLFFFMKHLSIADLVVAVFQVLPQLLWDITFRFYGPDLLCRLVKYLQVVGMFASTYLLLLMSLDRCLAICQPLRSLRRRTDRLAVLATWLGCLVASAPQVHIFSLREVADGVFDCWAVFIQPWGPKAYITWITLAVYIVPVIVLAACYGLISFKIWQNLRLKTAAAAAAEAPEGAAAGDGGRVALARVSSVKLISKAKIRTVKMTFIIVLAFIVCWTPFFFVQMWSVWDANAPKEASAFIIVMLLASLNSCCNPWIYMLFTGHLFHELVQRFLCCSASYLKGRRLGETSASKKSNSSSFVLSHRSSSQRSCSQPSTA
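assay system = CHO-OTR cells, human receptor | schedule = compound 6 min at room temperature before oxytocin, 100 s read | detection = Fluo-8 intracellular calcium fluorescence, ex 470-495, em 515-575 nm | evaluation = normalized max/min fluorescence ratio, % activation | control set = EC15 oxytocin alone as 0%, 75 nM oxytocin (EC100) as 100%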
M1 antag – blocks human M1 muscarinic receptor. CHO-K1 hM1, Fluo-8 calcium fluorescence, ACh EC80 antagonist. 1.3% of 360,000 active. AID 588852. inhibition, % at 3 µM;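 active = percent inhibition above its own plate's cutoff, namely the mean of that plate's compound wells plus 3 SD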;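 note: peak over basal fluorescence ratio during 140 s after agonist addition; 0% = ACh EC80 plus DMSO and 100% = DMSO alone without agonist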
M4 antag – antagonists of human muscarinic M4 receptor (CHRM4). 0.73% of 360,000 active. P08173. CHO-hM4 cells, ACh EC80, Fluo-8 calcium fluorescence. inhibition, % at 3 µM;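 active = inhibition above its plate's cutoff, the mean inhibition of sample wells plus 3 SD, cut at about 27% in these data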;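 note: 0% = acetylcholine EC80 with DMSO and 100% = DMSO without agonist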
Numbers without * were called inactive; / = no result given.

SMILES	CHRM1 PAM	M4 ag	CHO-K1 Ca ag	M1 ag	CHO-K1 Ca antag	CHO parental Ca	OXTR potentiate	M1 antag	M4 antag
Cc1ccccc1-c1cc(C(=O)Nc2nc3c(s2)CCCC3)c2ccccc2n1	-2.1	0.1	0.2	-1.9	-40.0	-17.2	0.6	0.7	12.1
COCc1c(C(=O)N/N=C/c2ccco2)nnn1-c1nonc1N	9.5	0.6	1.5	1.5	-9.2	-8.6	-3.9	-14.0	8.5
CC1CCC2(CC1)NC(=O)N(NC(=O)C1CCN(C(=O)c3ccc(Cl)cc3)CC1)C2=O (stereo not given)	3.1	-0.2	2.1	-2.1	-16.2	/	/	-3.4	9.7
O=S(=O)(Nc1ccc(Cc2ccncc2)cc1)c1ccc(Cl)cc1	-17.4	17.7	4.3	-10.6	13.3	13.5	-12.7	4.2	1.1
Cc1ccccc1/C=c1\s/c(=C\C(=O)C(C)(C)C)[nH]c1=O	-7.0	5.2	1.7	-1.9	10.7	-7.2	-19.3	6.3	3.0
Cc1ccc(CSCC(=O)Nc2c(C)n(C)n(-c3ccccc3)c2=O)cc1	8.4	0.2	-1.0	-2.3	12.0	-11.2	-0.8	-2.2	-3.0
NC(=O)c1cc(-c2ccncc2)nc2ccc(Cl)cc12	6.5	1.7	0.6	-3.6	-4.2	-3.8	-2.1	-8.2	7.4
COC(=O)C(NC(=O)c1ccccc1)c1ccccc1 (stereo not given)	-0.3	0.5	-0.4	-2.2	12.3	-4.4	-2.0	-4.4	11.2
CC(=O)C1C(c2ccncc2)NC(=O)NC1(O)C(F)(F)F (stereo not given)	4.2	-0.4	0.1	-1.1	-8.8	-11.7	-7.1	-3.0	7.0
CCCn1c(=O)[nH]c(=O)c2c1nc(-c1ccc(OC)c(Br)c1)n2CCOC	-0.6	0.4	0.8	-3.7	-14.5	-30.2	-3.7	-0.1	0.1
CCC(NS(=O)(=O)c1ccc(C)cc1)C(=O)O (stereo not given)	7.1	2.1	0.6	-2.4	-19.0	-11.1	-3.2	-6.2	0.8
COc1ccc(CCNC(=O)Cc2cc3c(cc2[N+](=O)[O-])OCO3)cc1OC	0.2	1.2	0.9	-1.1	-4.7	/	/	-5.2	-8.0
Cc1ccc2oc(=O)c(/C=C(\O)c3cccs3)nc2c1	12.7	0.4	0.4	0.3	-8.1	-15.4	-5.0	-11.9	5.8
COc1nc(NCCC2=CCCCC2)nc(OC)n1	-3.9	0.0	0.2	-2.1	8.7	-14.4	-12.6	10.7	-6.3
CC(C)(C)NS(=O)(=O)c1ccc(CCC(=O)NCc2ccc3c(c2)OCO3)cc1	-1.8	1.4	0.6	1.8	0.6	-10.4	-3.3	-5.0	-3.6
Cc1ccc(C)c(C(C)NC(=O)Cc2cccs2)c1 (stereo not given)	6.8	-0.3	0.7	-5.3	-10.5	-10.9	-3.8	-7.0	-0.1
NC(=O)c1nsc(C(=O)N(CC(=O)NCc2ccccc2)c2cccc(F)c2)c1N	20.8	6.3	1.3	9.9	-16.4	-33.9	-1.1	-13.9	-4.6
C[C@@H]1CN([C@H](C)CO)C(=O)CCCn2cc(nn2)CO[C@H]1CN(C)S(=O)(=O)c1ccc2c(c1)OCCCO2	0.5	0.9	0.7	-4.7	6.5	/	/	5.1	-3.9
Cc1ccc(S(=O)(=O)NNC(=O)c2ccc3ccccc3n2)cc1	7.6	0.1	0.6	-2.9	0.4	-21.1	-13.6	-10.4	6.3
Cn1c(=O)oc2cc(S(=O)(=O)NCCC(=O)NCCc3ccc(Cl)cc3)ccc21	4.7	3.7	4.6	-3.1	-15.9	-15.6	-10.6	-9.2	-4.2
Cc1ccc(C(=O)C2CCN(C(=S)NCCCOC(C)C)CC2)cc1	15.0	3.8	0.5	-0.4	3.6	-23.6	-4.2	-7.7	-16.5
NNC(=O)c1sc2nc(N3CCOCC3)c3c(c2c1N)CCCC3	10.6	2.2	0.3	-8.1	-7.9	-21.1	-9.9	-12.5	-0.5
Nc1nnc(COc2cccc(C(F)(F)F)c2)s1	1.8	2.3	0.6	-0.5	-6.1	-2.4	-9.2	-28.5	-2.5
COCCNC(=O)C1(C)CCCN(C(=O)c2ccc(F)c(Cl)c2)C1 (stereo not given)	15.6	1.1	0.1	-0.4	-9.2	/	/	-21.3	-9.4
c1cn2c(NC3CCCC3)c(-c3ccc(N4CCOCC4)cc3)nc2cn1	0.6	5.0	1.4	-2.9	-1.2	-14.6	-5.5	0.0	-1.0
O=C(NCc1ccco1)Nc1ccccc1Cl	4.0	0.4	-0.1	-2.5	-6.1	-16.9	-8.2	-6.8	-14.0
CC1CCN(Cc2c(C(=O)N/N=C/c3ccc(C(C)(C)C)cc3)nnn2-c2nonc2N)CC1	-1.5	10.2	4.9	-1.3	4.5	-26.3	3.8	12.8	-2.2
Cn1cncc1C#Cc1c(-c2ccc(S(C)(=O)=O)cc2)sc2ccccc12	2.3	1.9	0.3	-1.0	1.3	-7.8	-9.1	-1.4	-23.7
CC(C)C(c1nnnn1C1CCCCC1)N1CCN(C(=O)c2ccco2)CC1 (stereo not given)	8.0	1.4	0.1	-1.5	-15.9	-6.2	-3.1	-6.7	7.9
Cc1ccc(OCC(=O)Nc2ccc3c4c(cccc24)CC3)c(C)c1	8.1	1.0	0.7	-5.9	-9.1	2.5	-0.2	-1.2	3.0
CCN(C(=O)c1ccc(Br)cc1)c1ccccc1	-12.3	15.4	5.3	-2.9	-14.7	-10.4	-6.6	23.4	-0.4
CC1CCCCC12NC(=O)N(CC(=O)Nc1ccc(OC(F)F)cc1)C2=O (stereo not given)	4.7	0.5	-1.0	-5.0	-22.0	-10.0	-7.9	-6.1	4.2
O=C(C[C@H]1C/C=C\CC[C@@H](Cc2ccc(F)cc2)C(=O)OC[C@H]2CCCN2C1=O)N[C@@H](CO)Cc1ccccc1	2.1	7.3	2.4	3.2	-11.1	-10.9	3.9	5.7	-0.5
O=C(CN1CCCCCC1)Nc1ccc([N+](=O)[O-])cc1Br	11.2	-0.3	0.1	-9.2	-21.0	-11.8	-2.8	-16.4	-14.2
N#C/C(=C/c1ccccc1[N+](=O)[O-])c1nc(C2CC2)cs1	7.8	0.4	-0.1	-8.6	-10.6	-9.3	-5.0	-13.2	-13.2
CCN(C(=O)COC(=O)c1cccn1C)C1CCS(=O)(=O)C1 (stereo not given)	1.9	0.3	0.4	-6.6	-7.5	-5.3	-3.3	5.5	1.9

Whole records as entered above. Order of values: CHRM1 PAM, M4 ag, CHO-K1 Ca ag, M1 ag, CHO-K1 Ca antag, CHO parental Ca, OXTR potentiate, M1 antag, M4 antag
`O=C(CN1CCCCCC1)Nc1ccc([N+](=O)[O-])cc1Br` is entered as 11.2, -0.3, 0.1, -9.2, -21.0, -11.8, -2.8, -16.4, -14.2
`CCN(C(=O)c1ccc(Br)cc1)c1ccccc1` is entered as -12.3, 15.4, 5.3, -2.9, -14.7, -10.4, -6.6, 23.4, -0.4
`CC1CCN(Cc2c(C(=O)N/N=C/c3ccc(C(C)(C)C)cc3)nnn2-c2nonc2N)CC1` is entered as -1.5, 10.2, 4.9, -1.3, 4.5, -26.3, 3.8, 12.8, -2.2
`Cn1cncc1C#Cc1c(-c2ccc(S(C)(=O)=O)cc2)sc2ccccc12` is entered as 2.3, 1.9, 0.3, -1.0, 1.3, -7.8, -9.1, -1.4, -23.7
`O=C(C[C@H]1C/C=C\CC[C@@H](Cc2ccc(F)cc2)C(=O)OC[C@H]2CCCN2C1=O)N[C@@H](CO)Cc1ccccc1` is entered as 2.1, 7.3, 2.4, 3.2, -11.1, -10.9, 3.9, 5.7, -0.5

(continued)
SMILES	CHRM1 PAM	M4 ag	CHO-K1 Ca ag	M1 ag	CHO-K1 Ca antag	CHO parental Ca	OXTR potentiate	M1 antag	M4 antag
CCC(C)CCN1C(Nc2ccccc2)=NC[C@@H]1CC(C)C (stereo not given in full)	-14.7	4.5	2.4	-8.9	-6.4	-17.8	3.7	15.9	3.7
Cc1ccc(/C=N/NC(=O)c2nnn(-c3nonc3N)c2CSc2ccccc2)o1	-8.6	2.6	1.4	-3.2	2.9	-5.9	-7.7	20.9	-1.9
COc1ccc(-c2ccc(C(=O)NC3CCCCC3)c3occc23)c(C)c1	0.4	-0.4	1.0	-4.2	-6.9	/	/	-5.0	-17.0
Cc1nc(-c2ccccc2)nc2[nH]c(C(C)C)cc(=O)c12	-5.2	3.0	1.1	-1.3	-1.0	5.3	-2.7	4.7	5.0
O=C(O)CCCn1cc(NC(=O)c2cc(F)c(F)cc2Cl)cn1	-2.1	1.0	-0.2	-3.9	2.2	-5.7	0.2	5.9	5.6
COc1ccc(OC)c(-n2c(-c3cccc(C)c3)n[nH]c2=S)c1	12.3	-0.3	0.7	-6.8	-13.5	-15.1	-0.5	-4.0	2.6
Cc1csc(/C(=N/OC(=O)c2ccco2)C(N)=O)n1	1.5	0.0	0.4	-2.1	-10.8	-14.3	-3.2	-5.1	1.8
CC(c1ccccc1)C1C(C#N)=C(N)OC2=C1C(=O)CCC2 (stereo not given)	8.5	0.9	0.2	0.1	-2.1	-4.2	0.4	-17.5	-1.2
CCOC(=O)N1CCC(NC(=O)c2ccc(OC)c(CN3CC(=O)N4CCCC4C3=O)c2)CC1 (stereo not given)	8.7	0.4	1.3	-3.8	-29.9	4.1	-2.0	-17.6	-9.9
COc1cccc(CNC(=O)CCCn2nc(C)c3c(C)n(-c4ccccc4)nc3c2=O)c1	-1.1	1.1	-1.2	-5.9	22.0	-24.2	-11.9	-2.1	-22.9
O=C(CSc1nc2ccc([N+](=O)[O-])cc2[nH]1)NCCc1ccccc1	-7.9	12.6	6.6	-0.1	-0.3	-10.4	-5.6	13.7	4.9
COc1ccc(C(=O)NCC(C)(c2ccccc2)c2ccccc2)cc1S(=O)(=O)N1CCOCC1	-3.1	10.3	1.9	-7.1	-19.0	/	/	1.2	-24.5
COC(=O)[C@H](Cc1ccccc1)NC(=O)Nc1ccc(C)cc1	3.3	-0.3	0.5	-3.2	-10.4	-8.8	-0.9	-2.6	-2.8
COc1cc(-c2nc3ccccn3c2/N=C/c2ccccc2)ccc1O	-5.6	0.5	0.2	26.6*	-18.9	0.9	-1.6	-7.5	6.8
CCOCCCNC(=O)CN1CCN(c2ccc(F)cc2)CC1	-2.4	-0.1	0.0	-1.6	0.1	-2.5	-1.1	-4.5	1.6
CCCCc1cc(=O)oc2c(C)c(OCC(=O)NCCN3CCOCC3)ccc12	11.0	1.7	0.7	-1.6	3.8	-28.0	-4.8	-1.6	10.4
Cc1ccc(S(=O)(=O)N2CCCOC2CNC(=O)C(=O)NCCc2ccco2)cc1 (stereo not given)	6.0	0.5	1.4	-1.7	-3.9	/	/	-9.4	-10.8
O=C(CSc1nc(N2CCOCC2)nc(N2CCOCC2)n1)Nc1ccccc1F	0.6	0.0	-0.2	-2.2	-1.4	-2.4	-3.4	8.1	-1.7
Cc1cc(C)c(C#N)c(SCC(=O)N(C)C2CCCCC2)n1	-1.6	-0.5	0.4	-4.5	3.9	-12.6	-1.6	6.6	8.5
CC1CCN(C(=O)Cn2cc(C(=O)C3CC3)c3ccccc32)CC1	8.3	-0.2	0.1	-2.5	-1.6	-4.2	3.0	-6.5	6.4

Screening results: PubChem, The Scripps Research Institute Molecular Screening Center
